# Rac1 GTP hydrolysis = MgcRacGAP GTPase-activating activity inhibitors, confirmation, biochemical, ADP Hunter fluorescence; MgcRacGAP-stimulated Rac1 GTP hydrolysis, ADP Hunter fluorescence; higher % means a stronger effect; GST-tagged Rac1 F28L mutant substrate; one-dose inhibition, % at 30 µM; IC50 in µM for titrated hits; 340,000 tested, 0.6% active;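 active = first-screen hits whose inhibition reached a set limit at any dose in the follow-up dose series; inconclusive = inhibition above the set first-screen limit but never retested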;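 also: fluorescence reports GDP produced by GAP-driven GTP hydrolysis; strong numbers were not always called active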
# NS5 inhibitors = flavivirus cap methylation enzyme inhibition – biochemical, confirmation dose response, primary screen (AID 588689); 340,000 tested, 0.3% active; Dengue-2 NS5 methyltransferase capping enzyme assay, biochemical; higher % means a stronger effect; inhibition, % at 25 µM, or IC50 in µM where a hit was titrated; in the data active = a potency from the dose series; inconclusive = inhibition above about 29% without an active follow-up result
# K1F lysis inhibition = protection from phage-mediated lysis, alamar blue read-out – E. coli UTI89, K1F phage, bacterial capsule biogenesis inhibitors (AID 488966); E. coli UTI89 K1F phage lysis, alamar blue, 2 h; higher % means a stronger effect; 340,000 tested, 0.02% active; one-dose inhibition, % at 100 µM; IC50 in µM for titrated hits;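 active = phage lysis inhibition, versus mean bacterial control, above a set limit; inconclusive = no clear call, values can overlap the other calls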;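 also: capsule biogenesis inhibitors block K1F phage lysis so surviving cells raise fluorescence; higher fluorescence means more inhibition of phage lysis; actives were called in the ten point dose series up to 300 µM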
# Large T inhibition = TAg ATPase/helicase activity blockers – biochemical (AID 1903); 310,000 tested, 0.39% active; inhibition, % at 20 µM; hits with a dose series show IC50 in µM; SV40 large T antigen ATPase/helicase inhibition assay; higher % means a stronger effect; in the data active = a potency from the dose series; inconclusive = inhibition mostly from about 32% at the one dose, without a potency; inactive = the rest, 99 in 100 with inhibition below about 32%; also: strong numbers were not always called active
# NTR1 ag = agonists of NTR1, primary screen, imaging, U2OS cells, beta-arrestin-GFP, high content (AID 493036); P30989; NTR1-U2OS beta-arrestin-GFP spot imaging, agonist mode; activation, % at 20 µM; 330,000 tested, 0.17% active;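 active = activation at or above 40% of the spot to cytoplasm intensity ratio, with at least 20 cells analyzed; inconclusive = wells under 20 cells, flagged as cytotoxic or low count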;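 also: 0% = DMSO without peptide and 100% = 100 nM NTR1 peptide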
# Target sequence (P30989 whole entry, looked up): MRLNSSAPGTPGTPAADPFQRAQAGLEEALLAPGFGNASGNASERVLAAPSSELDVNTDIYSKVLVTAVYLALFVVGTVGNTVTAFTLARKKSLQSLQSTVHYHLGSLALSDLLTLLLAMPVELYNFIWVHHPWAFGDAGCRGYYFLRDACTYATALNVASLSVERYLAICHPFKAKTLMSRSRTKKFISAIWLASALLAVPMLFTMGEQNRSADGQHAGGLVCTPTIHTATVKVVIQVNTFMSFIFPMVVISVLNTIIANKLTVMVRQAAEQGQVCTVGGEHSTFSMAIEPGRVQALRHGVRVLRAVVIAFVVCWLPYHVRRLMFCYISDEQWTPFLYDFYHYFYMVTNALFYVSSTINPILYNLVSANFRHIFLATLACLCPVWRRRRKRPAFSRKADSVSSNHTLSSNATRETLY
# AID2073 = disruptors of CaV2.2 binding to Mint1 – biochemical, HTRF (AID 2073). HTRF protein-protein interaction, Mint1-CaV2.2; higher % means a stronger effect. 290,000 tested, 0.19% active. one-dose inhibition, % at 20 µM; IC50 in µM for titrated hits; in the data active = inhibition mostly above about 51%, no sharp cut-off; inconclusive = no clear call, values can overlap the other calls; inactive = mostly below about 53%; also: some results filed as inactive read as strong as hits
# RSV antiviral HEp-2 = RSV antiviral activity via CPE protection, HEp-2 cells, primary 10 µM value included (AID 2391); one-dose CPE inhibition, % at 10 µM; IC50 in µM for titrated hits; HEp-2 cells, RSV-induced CPE inhibition; higher % means a stronger effect; 310,000 tested, 0.13% active; in the data active = a potency from the dose series; inconclusive = CPE inhibition mostly from about 23% at the one dose, without a potency; inactive = the rest, 99 in 100 with CPE inhibition below about 21%; also: strong numbers were not always called active
# West Nile virus CPE = inhibition of WNV-induced cytopathic effect – cell-based, CPE readout (AID 1621); West Nile virus-infected cells, CPE inhibition; higher % means a stronger effect; one-dose CPE inhibition, % at 10 µM; IC50 in µM for titrated hits; 290,000 tested, 0.02% active; in the data active = a potency from the dose series; inconclusive = CPE inhibition mostly from about 3.7% at the one dose, without a potency; inactive = the rest, 99 in 100 with CPE inhibition below about 2.2%; also: strong numbers were not always called active
# SIAH1 antagonists = blockers of Siah-1 interaction with plectin peptide – biochemical, fluorescence polarization, rhodamine-plectin, uHTS, primary screen (AID 1817). 290,000 tested, 0.02% active. displacement, % at 20 µM; hits with a dose series show IC50 in µM. Siah-1 / rhodamine-plectin peptide fluorescence polarization; higher % means a stronger effect;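 active = displacement of at least 50% at 20 µM, with a fluorescence ratio check between 0.3 and a set limit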;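 also: plate controls were Siah plus tracer with DMSO for no effect and tracer alone without Siah for full effect; strong numbers were not always called active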
# NTR1 ag cell count 20 µM = further read-out of NTR1 ag, marked with its call; cell count; measured here: cell count, cytotoxicity flag
# The depositor's hits bear a star; i = inactive; ? = inconclusive; · = no result given; [ ] = dose if it differs, or a comment.
SMILES,Rac1 GTP hydrolysis,NS5 inhibitors,K1F lysis inhibition,Large T inhibition,NTR1 ag,NTR1 ag cell count 20 µM,AID2073,RSV antiviral HEp-2,West Nile virus CPE,SIAH1 antagonists
Cc1oc(-c2cccc(Cl)c2)nc1CN1CCCC(C(=O)NC(C)c2ccc3c(c2)OCCO3)C1 (stereo not drawn),-8%,-8%,1.2%,6%,6.4,54,18%,-1.5%,·,-2%
COc1ccc(CCNC(=O)CC2SC(=NCCc3ccccc3)NC2=O)cc1 (stereo not drawn),3%,-2%,2.7%,8%,-0.1,34,-5%,0.8%,-0.7%,1%
O=S1(=O)CCN2C(c3ccco3)=CSC2=N1,20%,3%,0.2%,4%,1.5,45,1%,0.4%,0.4%,-3%
COc1ccccc1OCCNC(=O)Nc1cc(F)c(F)cc1Cl,6%,-5%,-0.7%,8%,2.4,57,-8%,2.3%,-0.7%,7%
COc1ccc2c(c1)c(C(C)=O)c(C)n2-c1ccccc1OC,14%,9%,-0.1%,-4%,0.6,60,·,·,·,·
N#Cc1ccccc1S(=O)(=O)N1CCN(C(=O)Cc2coc3cc(O)ccc23)CC1,33µM*,-10%,0.5%[50 µM],·,-1.5,76,·,0.4%,·,·
CN1CCC2(CC1)N=C(c1ccc(F)cc1)C(=S)N2C(=O)c1ccccc1,4%,-6%,5.0%,3%,-1.3,41,-38%,0.6%,-0.2%,-11%
O=C(C1CC1)N1CCc2cc(Br)cc(S(=O)(=O)NC3CCCCC3)c21,5%,2%,0.9%,4%,1.6,78,-1%,19%,-0.7%,-9%
Nc1c(Cl)ncnc1N/N=C/c1cccnc1,0%,0%,-0.9%,11%,-0.5,47,-6%,-0.9%,0.5%,0%
CC1(c2ccccc2)NC(=O)N(CC(=O)Nc2ccc([N+](=O)[O-])cc2)C1=O (stereo not drawn),3%,-4%,0.1%,3%,-1.2,55,28%,14%,-0.7%,-6%
CCN(Cc1cnn(C)c1)C(=O)c1cc(COc2ccc3c(c2)CCCC3)on1,9%,5%,0.9%[50 µM],8%,0.8,69,6%,1.9%,-0.6%,12%
COc1ccc(NC(=O)CSc2ccc(C)cc2)cc1,5%,-10%,1.1%,0%,6.4,90,11%,2.0%,-0.4%,-2%
CC(=O)c1c(N2CCN(CCO)CC2)nc(=S)n(-c2ccccc2)c1C,3%,6%,-0.5%,-3%,-0.7,95,13%,-0.1%,0.5%,-2%
CCOC(=O)NN=C1CN(S(=O)(=O)c2ccc(C)cc2)C1,5%,-2%,0.1%,4%,-0.5,53,2%,1.4%,-0.1%,0%
Cc1ccc(-n2cc(CN(C)Cc3ncc[nH]3)c(-c3cccc(C)c3)n2)cc1,-7%,-5%,-1.5%,5%,1.3,41,-6%,-0.7%,-1.4%,-7%
CN(Cc1ccc(F)cc1)C(=O)c1ccc(NS(=O)(=O)c2ccccc2)cc1,3%,0%,1.0%[50 µM],22%,0.3,54,·,-0.9%,·,·
CC(NC(=O)CSc1nc2ccccc2c(=O)n1CCCO)c1ccccc1 (stereo not drawn),-3%,-7%,4.6%,8%,0.0,52,4%,6.2%,-0.5%,2%
CC(C)C(NC(=O)C1CCCCC1)C(=O)Nc1ccncc1 (stereo not drawn),0%,-1%,1.9%,0%,0.7,41,19%,0.1%,-0.3%,6%
Cc1n[nH]c(=O)c2ccccc12,1%,-2%,0.2%,17%,0.9,61,1%,-0.6%,0.4%,13%
c1ccc(-c2noc(-c3ccc4c(c3)OCO4)n2)nc1,0%,-1%,0.3%,10%,-0.2,48,13%,-2.5%,-0.1%,-10%
CCC(=O)OC1(C)C(=O)C=C2C=C(c3ccc(C#N)cc3)OC=C2C1=O (stereo not drawn),11%,4%,3.4%,37%,-3.9,103,·,0.0%,-0.7%,·
NNc1nnc(-c2ccccc2)c(-c2ccccc2)n1,-4%,-2%,-2.0%,4%,-0.4,57,-5%,5.8%,-0.2%,3%
CCc1ccc(OCc2n[nH]c(=S)n2C(C)CCCC(C)C)cc1 (stereo not drawn),6%,-13%,i,8%,29,41,-1%,-0.3%,-1.3%,-2%
CSc1cccc(NC(=S)N2CCC(N(C)C3CCCCC3C)CC2)c1 (stereo not drawn),5%,-8%,0.3%,9%,4.5,59,-41%,1.0%,0.6%,3%
O=C(CSc1ccccc1Cl)N1CCOCC1,6%,0%,0.3%,-1%,3.2,76,6%,0.2%,-0.1%,-1%

# Some entries already given, showing only AID2073.
canonical_smiles | AID2073
CC(C)C(NC(=O)C1CCCCC1)C(=O)Nc1ccncc1 (stereo not drawn) | 19%
Cc1n[nH]c(=O)c2ccccc12 | 1%

# The list goes on.
SMILES,Rac1 GTP hydrolysis,NS5 inhibitors,K1F lysis inhibition,Large T inhibition,NTR1 ag,NTR1 ag cell count 20 µM,AID2073,RSV antiviral HEp-2,West Nile virus CPE,SIAH1 antagonists
COc1ccccc1C(=O)NNC(=O)c1ccccc1F,11%,-5%,0.3%,15%,0.4,93,5%,1.2%,0.1%,-3%
COc1cccc(NC(=O)c2cc([N+](=O)[O-])ccc2NCc2cccnc2)c1,8%,-7%,4.5%,3%,0.7,52,0%,5.1%,-1.1%,0%
O=C(NS(=O)(=O)c1ccccc1)c1ccccc1O,2%,-5%,-0.1%,1%,0.3,59,4%,1.6%,0.1%,4%
COc1cc(/C=C/C(=O)NCc2cccnc2)cc(OC)c1OC,9%,4%,12%,0%,-0.3,61,4%,0.1%,0.5%,0%
NCCCCCc1nnc(SCC(=O)c2ccc(Cl)cc2)o1,13%,-9%,0.8%,28%,0.2,62,10%,1.4%,0.4%,1%
COc1cc(C(=O)Nc2ccc3c(c2)OCCO3)ccc1OC(C)C,7%,-3%,0.3%,7%,-0.3,66,-1%,2.5%,0.0%,0%
CCOC(=O)N1CCC(NC(=O)c2cc(S(=O)(=O)N(CC)CC)ccc2F)CC1,1%,-5%,3.2%,1%,1.2,51,?,0.2%,-0.5%,-4%
CSc1ncccc1C(=O)OCC(=O)N(CC(C)C)C1CCS(=O)(=O)C1 (stereo not drawn),8%,0%,-0.2%,7%,0.0,97,-1%,1.6%,0.7%,4%
CCOC(=O)c1c(SC)n(-c2ccccc2)c(=S)n(-c2ccccc2)c1=O,7%,-3%,-1.2%[50 µM],0%,·,·,13%,1.1%,0.3%,0%
O=C(CSc1ccccc1F)Nc1ccc2c(c1)OCO2,6%,-7%,-0.1%,·,2.5,54,·,·,·,·
O=C(NCc1cccnc1)C(=O)NCC1OCCCN1S(=O)(=O)c1ccc(F)cc1 (stereo not drawn),6%,2%,0.1%,6%,0.5,53,0%,1.7%,1.2%,1%
CC(=O)Nc1ccc(NC(=O)Nc2ccc3c(c2)N(C)C(=O)CS3)cc1,10%,-13%,0.0%,5%,0.8,89,33%,3.5%,0.7%,-11%
Cn1c(NCCO)nc2c1c(=O)n(Cc1cccc(Cl)c1)c(=O)n2C,·,4%,0.1%,2%,2.7,52,12%,1.6%,0.3%,-7%
O=C(Nn1cnnc1)c1cc([N+](=O)[O-])cc([N+](=O)[O-])c1,-16%,4%,-0.4%[50 µM],7%,1.3,62,-5%,0.2%,0.0%,7%
CCCNC(=O)c1ccc2snnc2c1,1%,6%,0.0%,4%,-0.6,46,-3%,1.4%,0.7%,1%
O=C(Nc1ccc2nc(-c3ccco3)c(-c3ccco3)nc2c1)NC1CC1,?,?,1.3%,40µM*,1.0,56,?,·,·,83%
O=C1/C(=C/c2ccc(O)cc2)SC(=S)N1CC1CCCO1 (stereo not drawn),31%,-23%,0.5%[50 µM],17%,7.0,55,-12%,1.8%,-0.3%,-5%
COc1ccc(CC(=O)NC(c2ccccc2)c2ccc(C)cc2)c(OC)c1 (stereo not drawn),6%,4%,0.4%,4%,5.8,44,6%,1.7%,-1.2%,-2%
CCOC(=O)c1c(C)[nH]c(C2=NNC(=Nc3ccccc3)SC2)c1C,-4%,0%,0.1%,10%,·,·,0%,·,-1.6%,13%
Cc1cccc(OCCOCCN2CCNCC2)c1C,5%,-7%,6.8%,3%,-0.1,47,-4%,0.3%,-0.3%,5%
OC1(c2cccs2)CN(c2ccccc2)C2=[N+]1CCCC2 (stereo not drawn),5%,-1%,0.2%,5%,-0.5,61,1%,1.4%,-0.1%,5%
CCn1cc(C(=O)NCCc2ccc(Cl)cc2)c(=O)c2ccc(C)nc21,-2%,-8%,0.6%,·,8.1,78,7%,·,-0.4%,12%
C=CCSC1=C(C#N)C(c2cccc(OC)c2)CC(=O)N1 (stereo not drawn),1%,·,-0.4%,9%,0.2,54,-8%,1.0%,0.5%,2%
CCn1cc(C(=O)NCc2ccc3c(c2)OCO3)c(=O)c2cc(F)c(N3CCN(C(=O)c4ccco4)CC3)cc21,6%,-1%,0.6%,9%,8.7,49,25%,-1.6%,18%,-4%
N/C(=N\OC(=O)COc1ccc(Br)cc1Cl)c1cccnc1,5%,-3%,5.3%,12%,1.1,57,18%,-0.6%,-0.9%,35%
COc1cccc(NC(=O)CN2C(=O)COc3ccc(S(=O)(=O)N4CCCCCC4)cc32)c1,-7%,2%,-0.2%,8%,0.6,86,1%,-0.5%,-0.2%,-1%
CC(C(=O)c1c[nH]c(C(=O)N=CN(C)C)c1)c1ncc(C(F)(F)F)cc1Cl (stereo not drawn),6%,-1%,-0.3%,14%,-0.4,63,6%,0.6%,1.3%,1%
CC1CCCC(C)N1C(=O)COC(=O)c1cc(Br)ccc1Cl (stereo not drawn),0%,-11%,1.0%,5%,1.7,41,-9%,0.2%,0.1%,0%
CCCn1c(SCC(=O)Nc2ccc3c(c2)OCO3)nc2c1c(=O)n(C)c(=O)n2C,8%,-2%,0.8%,6%,1.3,52,-8%,-0.4%,0.2%,-1%

# Full records, quoted from the list. Screens in order: Rac1 GTP hydrolysis | NS5 inhibitors | K1F lysis inhibition | Large T inhibition | NTR1 ag | NTR1 ag cell count 20 µM | AID2073 | RSV antiviral HEp-2 | West Nile virus CPE | SIAH1 antagonists
# Listed for CCCNC(=O)c1ccc2snnc2c1 : 1% | 6% | 0.0% | 4% | -0.6 | 46 | -3% | 1.4% | 0.7% | 1%
# Listed for OC1(c2cccs2)CN(c2ccccc2)C2=[N+]1CCCC2 (stereo not drawn) : 5% | -1% | 0.2% | 5% | -0.5 | 61 | 1% | 1.4% | -0.1% | 5%
# Listed for COc1ccc(CC(=O)NC(c2ccccc2)c2ccc(C)cc2)c(OC)c1 (stereo not drawn) : 6% | 4% | 0.4% | 4% | 5.8 | 44 | 6% | 1.7% | -1.2% | -2%
# Listed for COc1cc(/C=C/C(=O)NCc2cccnc2)cc(OC)c1OC : 9% | 4% | 12% | 0% | -0.3 | 61 | 4% | 0.1% | 0.5% | 0%
# Listed for O=C(NCc1cccnc1)C(=O)NCC1OCCCN1S(=O)(=O)c1ccc(F)cc1 (stereo not drawn) : 6% | 2% | 0.1% | 6% | 0.5 | 53 | 0% | 1.7% | 1.2% | 1%
